Statin myotox sup = suppressors of statin myotoxicity in C2C12 myotubes, primary screen, cell-based, single point, plate reader | C2C12 myotubes + simvastatin, ATP luminescence, 48 h; scaled: DMSO 0, geranylgeraniol control 100 | rescue of ATP level, % at 7.49 µM | 330,000 compounds, 0.78% hits;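 active = mean ATP rescue above about 67%, or every replicate alone reaching that limit, limit read from the data, passing the limit was not always enough; inconclusive = no clear call, values can overlap the other calls; inactive = mean under the limit and some replicate under it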;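 also: myotubes were challenged with 10 µM simvastatin during compound exposure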
PglD DTNB = C. jejuni PglD acetyltransferase inhibitors, primary screen, biochemical, DTNB colorimetric, single point; UDP-N-acetylbacillosamine N-acetyltransferase PglD (Campylobacter jejuni); AID 602405, 2012; purified PglD enzyme, DTNB colorimetric CoA detection; 360,000 compounds, 0.098% hits; inhibition, % at 12.5 µM; in the data active = inhibition above about 16%, passing the limit was not always enough; inconclusive = no clear call, values can overlap the other calls; also: strong numbers were not always called active
Starred values were filed as active, the others as inactive; u = inconclusive. Some of the compounds tested; the hit share may differ from the screen's.

SMILES | Statin myotox sup | PglD DTNB
CC1=C(C(=O)OC(C)C)C(c2cccs2)N2C(=O)C(C)SC2=N1 (stereo unspecified) | -11 | 4
COC(=O)CSc1nc2nc(C)c(Br)cc2[nH]1 | -9 | -5
N#Cc1c(N)c(C(=O)c2ccccc2)n2c1CCC2 | 0 | 5
COc1cccc(OCCCN2CCCCC2)c1 | 0 | -2
O=C(NCc1cccnc1)c1ccc(CS(=O)(=O)Cc2ccc(Cl)cc2)o1 | 11 | -1
Cc1csc(NC(=O)C2CCC(C)(C(=O)O)C2(C)C)n1 (stereo unspecified) | 5 | 5
O=C(CN(C1CC1)S(=O)(=O)c1ccc(S(=O)(=O)N2CCCCCC2)cc1)Nc1ccccc1 | -11 | -2
O=S(=O)(/C=C/c1ccccc1)Nc1ccc2c(c1)OCO2 | 35 | -3
Cc1oc2cc(O)ccc2c(=O)c1Oc1ccc2ccccc2c1 | 1 | -4
O=C(CSc1nc(-c2ccccc2)c(-c2ccccc2)o1)Nc1nncs1 | 102* | -6
COC(=O)C1CCN(Cc2ccc(C)cc2)CC1 | 2 | -4
O=C(CCl)N1c2ccccc2Sc2ccc3ccccc3c21 | 2 | 2
COC(=O)c1onc(C(=O)c2ccccc2)c1C(=O)OC | 6 | 1
N#C/C(=C\c1ccccc1Cl)C(=O)NC(=O)Oc1ccccc1 | 0 | 2
CC(=O)C1=C(O)C(=O)N(CCCCCC(=O)O)C1c1ccc(N(C)C)cc1 (stereo unspecified) | -5 | -1
O=[N+]([O-])c1ccc(N2CCN(Cc3ccccc3)CC2)c(S(=O)(=O)N2CCOCC2)c1 | 2 | -2
Cc1c(NC(=S)NC(=O)C(c2ccccc2)c2ccccc2)cccc1C(=O)O | 10 | -4
C=CCn1c(=O)c2c(C)c(C)sc2n2c(Nc3ccccc3)nnc12 | 11 | 0
CCn1c(C(O)c2ccccc2)nc2ccccc21 (stereo unspecified) | 50 | -1
O=C(Nc1ccccc1Cl)c1cc(S(=O)(=O)N2CCOCC2)cs1 | -7 | -1
CCn1ncc(Br)c1C(=O)Nc1ccc(C(=O)OC(C)C)cc1 | -64 | 0
CN(Cc1ccccc1)Cc1nc2c([nH]1)c(=O)n(C)c(=O)n2C | -2 | 3
COC(=O)Cc1cc(OC)c(OC)cc1Cc1cc(OC)c(OC)cc1CC(=O)OC | -37 | 9
CCN1c2ccccc2-c2nc3ccccc3n2C1c1ccncc1 (stereo unspecified) | -4 | -3
CCn1c(Sc2nc(C)nc3scc(-c4cccs4)c23)n[nH]c1=O | -4 | -2
O=C(NCC(c1cccnc1)N1CCN(c2ccccc2F)CC1)OCc1ccccc1 (stereo unspecified) | -3 | 5
CCOC(=O)C1=C(CN2CCc3ccccc32)NC(=O)NC1c1cccc([N+](=O)[O-])c1 (stereo unspecified) | 34 | -5
Cc1ccc(N2CC(C(=O)OCc3ccc([N+](=O)[O-])cc3)CC2=O)cc1 (stereo unspecified) | 22 | -3
O=c1[nH][nH]c(C(F)(F)F)c1C=NCc1cccc(Cl)c1 | 13 | 0
CCC(Sc1nc(-c2ccccc2)cc(=O)[nH]1)C(=O)O (stereo unspecified) | 9 | -5
COc1ccc(N2C(=O)CC(N3CCC(c4nc5ccccc5[nH]4)CC3)C2=O)cc1 (stereo unspecified) | 1 | 9
NC(=O)c1ccccc1N/C=C/C(=O)c1ccc(F)cc1 | -23 | 2
COc1ccccc1-c1nnc(SCC(=O)c2ccc(C3CCCCC3)cc2)n1Cc1ccco1 | 41 | 7
O=C(CCCC(=O)N(CC(=O)NC1CCCC1)C1CCCC1)Nc1ccccn1 | 0 | 3
CCOC(=O)Cn1c(-c2cccnc2Cl)nc2ccccc21 | 4 | 4
CCCNc1c(NS(=O)(=O)c2ccc(C3CCCCC3)cc2)c(=O)oc2ccccc12 | 17 | 6
CCOC(=O)c1[nH]c(COC(=O)c2ccccc2NC(=O)c2ccco2)c(C(=O)OCC)c1C | -12 | -2
Cc1cccc(OCC(=O)Nc2cccc(C(=O)NCC(C)C)c2)c1 | -2 | 4
COc1cc(C2=NOC(C(=O)Nc3ccc(C(C)=O)cc3)C2)cc(OC)c1OC (stereo unspecified) | 6 | 1
Cc1ccc(S(=O)(=O)/C(C#N)=C/c2c(N3CC(C)OC(C)C3)nc3ccccn3c2=O)cc1 (stereo unspecified) | -18 | -2
COc1ccccc1Nc1nc(C)cc(C)c1C(N)=O | 14 | 0
CCCCOc1ccccc1NC(=O)CC1SC(=NCC)N(CC)C1=O (stereo unspecified) | 0 | 1
Cc1nccn1CC(O)Cn1c2ccccc2c2ccccc21 (stereo unspecified) | -3 | 6
Cc1ccc(Nc2nc(CSc3nnnn3-c3ccccc3)cs2)cc1 | 2 | 1
Cc1ccc(S(=O)(=O)NC(C(=O)OCC(=O)NC(=O)c2cccn2C)C(C)C)cc1 (stereo unspecified) | -11 | 4
CC(C)OC(=O)CN1C(=O)c2ccccc2C1=O | 10 | 2
Cc1nc2cc(C(=O)OCC(=O)N(CC(C)C)C3CCS(=O)(=O)C3)ccc2n1-c1ccccc1 (stereo unspecified) | -18 | -1
COc1cc2c(cc1OC)CN(C(=O)NS(=O)(=O)c1ccc(C)cc1)CC2 | -2 | 6
CC1CC(C)CN(CCCNC(=O)c2ccc(CS(=O)(=O)Cc3ccccc3F)o2)C1 (stereo unspecified) | 7 | -5
COc1cc(-c2nnc(SCC(=O)N3c4ccccc4Sc4ccccc43)o2)cc(OC)c1OC | -2 | -1
Cc1cc(C)cc(NC2=NCC(=O)N2Cc2ccccc2)c1 | 9 | -2
CCN1CCN(CCCNC(=O)C2c3ccccc3C(=O)N(C)C2c2ccc(OC)cc2)CC1 (stereo unspecified) | -3 | 7
Cc1ccc(-n2nc(C)c3c2OC(N)=C(C#N)C3c2cccs2)cc1 (stereo unspecified) | 1 | 5
COc1ccc(C2c3c(ccc4ccccc34)Oc3ncn4nc(CO/N=C/c5ccccc5)nc4c32)cc1 (stereo unspecified) | 7 | -7
COc1ccc(NC(=O)c2ccco2)cc1NC(=O)c1cccc(OC(C)C)c1 | 3 | 4
Cc1cc(C)n(CC(=O)n2c(C)c(C)c3ccccc32)n1 | 0 | 0
FC(F)(F)c1cc(C(F)(F)F)c2ccc(N3CCN(c4ccc(Cl)cc4)CC3)nc2n1 | -27 | 0
COc1ccc(C2NC(=O)NC3=C2CCc2ccccc23)cc1 (stereo unspecified) | 13 | 2
CCOc1ccc(NC(=O)c2ccccc2NC(=O)CN(C)CC(=O)Nc2ccc(C)cc2)cc1 | 10 | -4
O=c1oc(-c2ccco2)nc2c1cnn2-c1ccccc1 | -5 | 1
Further records.
SMILES | Statin myotox sup | PglD DTNB
COc1cc(OC)c(/C=N/n2c(C)nnc2C)c(OC)c1 | 3 | 4
Cc1occc1-c1nnc(SCC(=O)NCCc2ccccc2)n1Cc1ccccc1 | 6 | 1
O=C(c1ccco1)N1CCN(S(=O)(=O)c2ccc3c(c2)CCN3C(=O)C2CC2)CC1 | -11 | -2
Cc1ccc(NC(=O)Cn2nnc(C(=O)NCc3ccco3)c2N)cc1 | -14 | -8
Cc1ccc(O)c(-c2cc(C(F)(F)F)[nH]n2)c1 | 10 | -4
Cc1ccc(NC(=O)NCCc2ccc(S(N)(=O)=O)cc2)cc1 | -12 | 1
CNc1ccncc1S(=O)(=O)NC | 3 | -1
O=C(NCc1ccccc1)c1ccc(S(=O)(=O)C(F)F)cc1 | -7 | -2
O=C1C(c2ccc(F)cc2)N(C2CCCCC2)C(=O)CN1C1CCCC1 (stereo unspecified) | -3 | 1
COc1ccc2cc(-c3csc(-c4cccnc4)n3)ccc2c1 | 1 | 1
Cc1ccc(OCC(=O)Nc2cccc(O)c2)cc1C | 5 | -3
O=[N+]([O-])c1cccc(/C=N/n2c(COc3ccccc3)n[nH]c2=S)c1 | 19 | 4
O=C1Nc2ccccc2OC1CC(=O)N1CCN(c2cccc(C(F)(F)F)c2)CC1 (stereo unspecified) | 47 | -2
O=C(C1CCCN1S(=O)(=O)c1cccc2nsnc12)N1CCN(c2ccccc2)CC1 (stereo unspecified) | -2 | -2
CCn1ncc(/C=N\NC(=O)c2csc3ccccc23)c1C | -8 | 2
O=c1c2c3c(sc2nc(NCCO)n1CCc1ccccc1)CCCCC3 | -46 | 9
O=C(O)CCC(NC(=O)OCc1ccccc1)C(=O)O (stereo unspecified) | -7 | 3
Cc1cc(OC(=O)c2ccc(Cl)cc2)cc(=O)n1C | 1 | -4
CC1CCCC(C(=O)O)N1C(=O)CCSC(=O)c1ccccc1 (stereo unspecified) | 11 | 0
COC(=O)NNC(=O)COc1ccccc1C | -12 | -16
CCCCC(=O)Nc1ccc2c(c1)C(=O)NC2=O | 10 | -1
CCn1c(SCC(=O)NCc2ccco2)nnc1C(C)C | 13 | 1
CCOc1ccc(C2/C(=C(\O)c3cccc(OC)c3)C(=O)C(=O)N2c2cc(C)on2)cc1OC (stereo unspecified) | 10 | -7
COc1ccc(-n2nnnc2SCc2nc(N)nc(N3CCOCC3)n2)cc1 | 8 | 5
COCc1cc(C)nc(SCC(=O)Nc2cccc(C)c2)c1C#N | 9 | 2
CC(=O)c1ccc(OC(=O)C(CCS(C)(=O)=O)N2C(=O)c3ccccc3C2=O)cc1 (stereo unspecified) | 18 | -2
O=C(COC(=O)CNC(=O)C1CCCCC1)Nc1ccc(Cl)cn1 | 0 | 1
O=C(Nc1ccc(Cl)cc1)c1cccs1 | 11 | 4
Cc1nc(-c2ccc(O)c(O)c2)cs1 | -21 | 1
CCc1cccc(C)c1NC(=O)C(c1ccc(O)cc1)N1CCC1=O (stereo unspecified) | -15 | -4
Cc1ccccc1Sc1ncnc2onc(C)c12 | 16 | -1
CC1(c2ccccc2)CC(c2ccccc2)=Nc2nonc2N1 (stereo unspecified) | -17 | -5
CC(C)(C)C(=O)COC(=O)CNC(=O)c1ccc(Oc2ccccc2)cc1 | 141* | -4
CCOC(=O)c1ccc(COC(=O)c2nonc2N)cc1 | -5 | 2
O=C(C[C@H]1C/C=C\C[C@H](NC(=O)OCC2c3ccccc3-c3ccccc32)C(=O)OC[C@@H]2CCCN2C1=O)N[C@H](CO)Cc1ccccc1 | -14 | 0
O=C(CN1CCN(C(=O)c2ccccc2)CC1)Nc1ncc(Br)cc1Br | u | -1
CCOc1ccc(OCc2ccc(C(=O)NCc3ccncc3)o2)cc1 | -13 | 1
Clc1ccc(NCn2cncn2)nc1 | -3 | -2
CCOC(=O)c1cnc(SC)nc1Nc1cccc2ccccc12 | 3 | 2
Cc1ccc(S(=O)(=O)NCC(=O)N2CCN(c3ccccn3)CC2)cc1 | 0 | 0
CCOc1ccc(CN(C)CC(=O)c2c(N)n(Cc3ccccc3)c(=O)n(CC)c2=O)cc1OC | -10 | -7
CCC(C)(C)NC(=O)C(c1cccn1C)N(Cc1ccc(OC)cc1)C(=O)Cn1nnc2ccccc21 (stereo unspecified) | 2 | 6
CC(=O)c1cccc(NC(=O)c2c(F)c(F)c(F)c(F)c2F)c1 | -16 | -1
CC(=O)Nc1ccc(S(=O)(=O)N2CCN(C)CC2)cc1 | -2 | 1
CCn1c(SCC(=O)N2CCCC2)nnc1-c1ccc(N)cc1 | 124* | 7

One compound at a time, from the list above. Screens in order: Statin myotox sup | PglD DTNB
CCn1c(SCC(=O)N2CCCC2)nnc1-c1ccc(N)cc1 across the screens: 124* | 7
CC(C)(C)C(=O)COC(=O)CNC(=O)c1ccc(Oc2ccccc2)cc1 across the screens: 141* | -4
CCOC(=O)c1cnc(SC)nc1Nc1cccc2ccccc12 across the screens: 3 | 2

Entries listed so far that contain a halogen:
SMILES | Statin myotox sup | PglD DTNB
COC(=O)CSc1nc2nc(C)c(Br)cc2[nH]1 | -9 | -5
O=C(NCc1cccnc1)c1ccc(CS(=O)(=O)Cc2ccc(Cl)cc2)o1 | 11 | -1
O=C(CCl)N1c2ccccc2Sc2ccc3ccccc3c21 | 2 | 2
N#C/C(=C\c1ccccc1Cl)C(=O)NC(=O)Oc1ccccc1 | 0 | 2
O=C(Nc1ccccc1Cl)c1cc(S(=O)(=O)N2CCOCC2)cs1 | -7 | -1
CCn1ncc(Br)c1C(=O)Nc1ccc(C(=O)OC(C)C)cc1 | -64 | 0
O=C(NCC(c1cccnc1)N1CCN(c2ccccc2F)CC1)OCc1ccccc1 (stereo unspecified) | -3 | 5
O=c1[nH][nH]c(C(F)(F)F)c1C=NCc1cccc(Cl)c1 | 13 | 0
NC(=O)c1ccccc1N/C=C/C(=O)c1ccc(F)cc1 | -23 | 2
CCOC(=O)Cn1c(-c2cccnc2Cl)nc2ccccc21 | 4 | 4
CC1CC(C)CN(CCCNC(=O)c2ccc(CS(=O)(=O)Cc3ccccc3F)o2)C1 (stereo unspecified) | 7 | -5
FC(F)(F)c1cc(C(F)(F)F)c2ccc(N3CCN(c4ccc(Cl)cc4)CC3)nc2n1 | -27 | 0
Cc1ccc(O)c(-c2cc(C(F)(F)F)[nH]n2)c1 | 10 | -4
O=C(NCc1ccccc1)c1ccc(S(=O)(=O)C(F)F)cc1 | -7 | -2
O=C1C(c2ccc(F)cc2)N(C2CCCCC2)C(=O)CN1C1CCCC1 (stereo unspecified) | -3 | 1
O=C1Nc2ccccc2OC1CC(=O)N1CCN(c2cccc(C(F)(F)F)c2)CC1 (stereo unspecified) | 47 | -2
Cc1cc(OC(=O)c2ccc(Cl)cc2)cc(=O)n1C | 1 | -4
O=C(COC(=O)CNC(=O)C1CCCCC1)Nc1ccc(Cl)cn1 | 0 | 1
O=C(Nc1ccc(Cl)cc1)c1cccs1 | 11 | 4
O=C(CN1CCN(C(=O)c2ccccc2)CC1)Nc1ncc(Br)cc1Br | u | -1
Clc1ccc(NCn2cncn2)nc1 | -3 | -2
CC(=O)c1cccc(NC(=O)c2c(F)c(F)c(F)c(F)c2F)c1 | -16 | -1

Screening results deposited in PubChem by Broad Institute.
